Source: PubChem (several laboratories)
MEKK2 WT-MEK5: modulators of MEK5 binding to wildtype MEKK2, primary screen, biochemical, multiplex bead flow cytometry, Alexa488-MEK5. 1.1% of 290,000 active. AID 1531, 2009. binding response (% of control), % at 10 µM. Mitogen-activated protein kinase kinase kinase 2 (Homo sapiens), Q9Y2U5. Alexa488-MEK5 binding to MEKK2 WT; actives lie on both sides; in the data active = binding response below about 67% or above about 130%
CRFBP-R2 agonist: agonists of CRF-BP/CRF-R2 complex, primary screen, cell-based, HEK293, calcium dye fluorescence, uHTS. CRF-binding protein / CRF receptor 2 complex (human). calcium dye fluorescence (FLIPR); percent of saturating CRF peptide response. activation, % at 13.2 µM. 0.46% of 350,000 active. AID 588473, 2011;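 active = activation of at least 50%, plus an integration ratio under a set limit after plate pattern correction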;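 note: plate controls were neutral control wells without compound for no effect and CRF at EC100 for full effect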
MEKK3 PB1 HTS: modulators of MEKK3-MEK5 PB1 binding, primary screen, biochemical, wildtype MEKK3, multiplex bead flow cytometry, Alexa488-MEK5 | Mitogen-activated protein kinase kinase kinase 3 (Homo sapiens), Q99759 | bead-based flow cytometry, Alexa488-MEK5 binding to MEKK3; actives lie on both sides; 0 = blocked by unlabeled MEK5, 100 = vehicle | binding response (% of control), % at 10 µM | 1.4% of 290,000 active;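 active = binding response more than 3 SD above or below the average of its plate-row segment, actives on both sides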;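 note: Alexa488 bead fluorescence after subtracting the streptavidin-only scavenger bead signal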
Target sequence (Q99759 whole entry, looked up): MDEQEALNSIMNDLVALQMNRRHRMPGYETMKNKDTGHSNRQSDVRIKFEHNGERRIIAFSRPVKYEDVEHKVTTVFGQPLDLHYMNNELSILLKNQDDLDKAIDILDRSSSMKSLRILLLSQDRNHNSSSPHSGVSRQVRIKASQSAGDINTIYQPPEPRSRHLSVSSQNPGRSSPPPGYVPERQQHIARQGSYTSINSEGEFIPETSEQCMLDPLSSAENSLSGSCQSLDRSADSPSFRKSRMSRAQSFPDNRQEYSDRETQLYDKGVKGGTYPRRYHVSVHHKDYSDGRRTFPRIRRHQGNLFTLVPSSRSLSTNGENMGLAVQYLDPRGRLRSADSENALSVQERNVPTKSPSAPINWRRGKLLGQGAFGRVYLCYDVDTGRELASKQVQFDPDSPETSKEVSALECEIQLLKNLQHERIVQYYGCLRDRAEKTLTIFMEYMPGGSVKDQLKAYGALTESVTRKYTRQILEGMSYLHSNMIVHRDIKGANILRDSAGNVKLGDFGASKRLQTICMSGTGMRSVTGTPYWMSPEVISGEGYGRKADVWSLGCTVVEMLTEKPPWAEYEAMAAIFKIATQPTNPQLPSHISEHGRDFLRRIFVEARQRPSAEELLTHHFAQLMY
UBC9 SUMO inh: inhibitors of in vitro SUMOylation cascade, primary screen, biochemical, HTRF, uHTS. 0.36% of 290,000 active. inhibition, % at 35 µM. HTRF SUMOylation assay, SAE1/SAE2 + UBC9. SUMO-conjugating enzyme UBC9 (Homo sapiens), P63279; in the data active = inhibition above about 50%, passing the limit was not always enough; note: strong numbers were not always called active
Target sequence (P63279 whole entry, looked up): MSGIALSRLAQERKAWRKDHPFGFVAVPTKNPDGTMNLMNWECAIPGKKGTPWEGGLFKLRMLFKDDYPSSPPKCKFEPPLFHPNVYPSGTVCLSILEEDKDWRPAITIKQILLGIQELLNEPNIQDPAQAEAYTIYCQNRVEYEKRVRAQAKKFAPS
GalR3 antagonist: GalR3 antagonists in HEK293 cells, primary screen, cell-based, fluorescence readout | HEK293 GalR3-CNG cAMP membrane potential fluorescence; galR3 body fused to GalR1 C-terminus | inhibition, % at 3 µM | 0.44% of 360,000 active;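 active = inhibition above the screen-wide average plus 3 SD, cut at about 13% in these data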;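 note: forskolin and galanin both at EC90 stimulate the cells; cAMP rise reported by CNG channel membrane potential dye signal; 0% = forskolin plus galanin with DMSO and 100% = forskolin alone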
FID counter: compounds displacing fluorescent DNA intercalator, primary screen, artefact control for HCV NS3 helicase inhibitor project, biochemical, FID fluorescence | DNA fluorescent intercalator displacement | inhibition, % at 7.9 µM | AID 1845, 2009 | 0.17% of 290,000 active; in the data active = inhibition above about 37%;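 note: 0% = vehicle and 100% = reference compound; higher means more ethidium bromide displaced from hairpin DNA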
HCV NS3 hel inh: inhibitors of HCV NS3 helicase, primary screen, biochemical, Cy5 molecular beacon fluorescence; Hepatitis C virus NS3 helicase; NS3 helicase DNA unwinding; inhibition, % at 10.9 µM; 0.56% of 290,000 active; AID 1800, 2009;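 active = inhibition above the mean of all tested compounds plus 3 SD, set per campaign, cut at about 35% in these data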;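 note: 0% = DMSO wells and 100% = thioflavine S control wells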
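test system = hepatitis C virus NS3 helicase domain fragment enzyme | reagent = annealed dual-labelled DNA beacon duplex, ATP-started | times = 1 h at 25 °C | detection = Cy5 fluorescence, 0 and 60 min reads | read-out basis = percent inhibition from t60/t0 fluorescence ratio | control set = DMSO and thioflavine S | replication = one well per compound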
CRFR2-BP antag: antagonists of CRF-BP/CRF-R2 complex, primary screen, cell-based, HEK293, calcium dye fluorescence, uHTS; CRF-induced calcium fluorescence; inhibition, % at 11.8 µM; 0.59% of 350,000 active; AID 588475, 2011;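 active = inhibition of the ligand-induced calcium signal above about 50% at the single tested concentration, limit read from the data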
MEKK2 mut-MEK5: MEK5 binding signal on mutant MEKK2 PB1, primary screen, biochemical, multiplex bead flow cytometry, Alexa488-MEK5; 0.35% of 290,000 active; Alexa488-MEK5 binding to MEKK2 mutant; percent response, % at 10 µM; AID 1530, 2009; in the data active = percent response above about 24%, passing the limit was not always enough; note: inactives centre near 1; some results filed as inactive read as strong as hits
Starred values were filed as active, the others as inactive; / = not tested or not shown; & = joins results of further samples.

Each structure is followed by: MEKK2 WT-MEK5 | CRFBP-R2 agonist | MEKK3 PB1 HTS | UBC9 SUMO inh | GalR3 antagonist | FID counter | HCV NS3 hel inh | CRFR2-BP antag | MEKK2 mut-MEK5
COCCN(CCOC)S(=O)(=O)c1ccc(C(=O)Nc2nc(-c3ccccc3)c(C(=O)c3ccccc3)s2)cc1
  95.0 | 0.5 | 72.0 | -31.6 | -1.1 | -0.8 | -5.8 | -4.2 | -1.0
CCOc1ccc(N(Cc2ccc(C(=O)O)cc2)S(=O)(=O)c2ccc(C)cc2)cc1
  106.0 | 0.6 | 101.0 | 6.9 | -10.6 | -33.3 | -10.4 | 4.0 | 8.0
COc1ccc(S(=O)(=O)NCCC(=O)Nc2ccc(C)cc2)cc1
  102.0 | -0.8 | 102.0 | 18.4 | -12.1 | -9.5 | -1.1 | -4.7 | 2.0
O=c1[nH]c2ccccc2nc1NCc1ccccc1
  115.0 | -0.5 | 113.0 | 7.7 | -9.1 | -5.9 | -13.8 | -21.3 | 21.0
COC(=O)NCC(c1ccco1)N1CCN(c2ccccc2)CC1 (centres undefined)
  98.0 | -0.2 | 106.0 | 3.2 | -2.5 | -4.4 | -6.5 | 0.0 | -5.0
Cc1cccc(C)c1OCc1n[nH]c(=S)o1
  105.0 | -1.5 | 96.0 | -6.6 | 0.2 | -0.9 | -9.8 | 6.9 | 8.0
CN1c2ccccc2C(O)=C(C(=S)Nc2ccc(Cl)cc2)S1(=O)=O
  95.0 | 0.4 | 105.0 | 0.0 | -4.2 | 6.8 | 29.3 | 59.0* | 2.0
N#C/C(=C\c1cn(Cc2ccccc2F)c2ccccc12)C(=O)NCc1ccco1
  107.0 | 2.5 | 101.0 | 39.7 | -1.7 | -10.9 | -5.9 | -10.5 | 1.0
Cc1onc(C(=O)NCCc2ccccc2)c1[N+](=O)[O-]
  109.0 | -1.9 | 105.0 | -7.8 | -10.3 | -1.6 | 6.8 | 16.2 | 3.0
COc1ccc(NS(=O)(=O)c2ccc(C)c(C(=O)NCc3cccnc3)c2)cc1
  98.0 | -0.6 | 94.0 | -4.2 | -3.1 | -13.5 | 6.3 | 12.7 | 2.0

5 entries from above, ordered by their value in CRFR2-BP antag, high to low:
smiles	CRFR2-BP antag
COc1ccc(NS(=O)(=O)c2ccc(C)c(C(=O)NCc3cccnc3)c2)cc1	12.7
Cc1cccc(C)c1OCc1n[nH]c(=S)o1	6.9
COC(=O)NCC(c1ccco1)N1CCN(c2ccccc2)CC1 (centres undefined)	0.0
COCCN(CCOC)S(=O)(=O)c1ccc(C(=O)Nc2nc(-c3ccccc3)c(C(=O)c3ccccc3)s2)cc1	-4.2
N#C/C(=C\c1cn(Cc2ccccc2F)c2ccccc12)C(=O)NCc1ccco1	-10.5

(next part)
Each structure is followed by: MEKK2 WT-MEK5 | CRFBP-R2 agonist | MEKK3 PB1 HTS | UBC9 SUMO inh | GalR3 antagonist | FID counter | HCV NS3 hel inh | CRFR2-BP antag | MEKK2 mut-MEK5
CC1CCN(S(=O)(=O)c2ccc(S(=O)(=O)NCc3ccccc3)cc2)CC1
  104.0 | -2.4 | 105.0 | 1.6 | -4.0 | -2.0 | -1.9 | 9.2 | 5.0
O=[N+]([O-])c1ccc2[nH]c3nc4ccccc4nc3c2c1
  96.0 | -0.7 | 97.0 | 38.6 | -14.2 | 1.1 | 8.2 | -1.6 | -4.0
CC(=O)C1=C(C)Nc2ncnn2C1c1ccc(Cl)cc1 (centres undefined)
  105.0 | -0.5 | 101.0 | -19.6 | -3.9 | -2.2 | 9.2 | -6.2 | 3.0
C[C@]12C=CC(=O)C=C1CC[C@H]1[C@@H]3C[C@@H](O)[C@](O)(C(=O)CO)[C@@]3(C)C[C@H](O)[C@@]12F
  95.0&102.0 | -1.6 | 100.0&104.0 | 3.0 | / | -4.3 | -0.2 | 9.0 | -3.0&0.0
Cc1ccccc1-n1c2nc(=O)n(C)c(=O)c-2cc2ccccc21
  102.0 | 2.5 | 99.0 | 21.9 | -2.2 | -8.4 | -3.2 | -29.1 | 0.0
O=c1c2ccccc2c(-c2ccccc2)nn1-c1ccccc1
  98.0 | -1.8 | 100.0 | 1.3 | -1.9 | -9.3 | -4.3 | 18.9 | -1.0
CCOC(=O)N1CCC(NC(=O)CCC(=O)N2CCOc3ccc(C)cc32)CC1
  101.0 | -1.8 | 100.0 | -8.9 | -3.6 | -27.8 | 7.7 | 7.7 | 1.0
CCOC(=O)c1cn(CC2CC2)c2cc(F)c(F)cc2c1=O
  98.0 | -2.5 | 100.0 | 15.3 | -4.8 | -3.6 | -0.4 | 7.9 | -3.0
CN(C)CCNS(=O)(=O)c1ccc2c3c(cccc13)C(=O)N2
  112.0 | -1.5 | 110.0 | 52.8* | -8.0 | 3.2 | 6.3 | 6.5 | 4.0
O=C(Oc1ccc(-c2csnn2)cc1)c1cccs1
  102.0 | 2.6 | 101.0 | 4.0 | 0.2 | -4.8 | -3.0 | 2.9 | 7.0

Only MEKK3 PB1 HTS and HCV NS3 hel inh, for some of the entries so far:
molecule	MEKK3 PB1 HTS	HCV NS3 hel inh
Cc1ccccc1-n1c2nc(=O)n(C)c(=O)c-2cc2ccccc21	99.0	-3.2
O=c1c2ccccc2c(-c2ccccc2)nn1-c1ccccc1	100.0	-4.3
CCOC(=O)N1CCC(NC(=O)CCC(=O)N2CCOc3ccc(C)cc32)CC1	100.0	7.7

For convenience, some entries already given.
Each structure is followed by: MEKK2 WT-MEK5 | CRFBP-R2 agonist | MEKK3 PB1 HTS | UBC9 SUMO inh | GalR3 antagonist | FID counter | HCV NS3 hel inh | CRFR2-BP antag | MEKK2 mut-MEK5
CC1CCN(S(=O)(=O)c2ccc(S(=O)(=O)NCc3ccccc3)cc2)CC1
  104.0 | -2.4 | 105.0 | 1.6 | -4.0 | -2.0 | -1.9 | 9.2 | 5.0
O=[N+]([O-])c1ccc2[nH]c3nc4ccccc4nc3c2c1
  96.0 | -0.7 | 97.0 | 38.6 | -14.2 | 1.1 | 8.2 | -1.6 | -4.0
CC(=O)C1=C(C)Nc2ncnn2C1c1ccc(Cl)cc1 (centres undefined)
  105.0 | -0.5 | 101.0 | -19.6 | -3.9 | -2.2 | 9.2 | -6.2 | 3.0
C[C@]12C=CC(=O)C=C1CC[C@H]1[C@@H]3C[C@@H](O)[C@](O)(C(=O)CO)[C@@]3(C)C[C@H](O)[C@@]12F
  95.0&102.0 | -1.6 | 100.0&104.0 | 3.0 | / | -4.3 | -0.2 | 9.0 | -3.0&0.0

Other compounds:
Each structure is followed by: MEKK2 WT-MEK5 | CRFBP-R2 agonist | MEKK3 PB1 HTS | UBC9 SUMO inh | GalR3 antagonist | FID counter | HCV NS3 hel inh | CRFR2-BP antag | MEKK2 mut-MEK5
N#Cc1cccc(NC(=O)Cn2cnc(S(=O)(=O)N3CCCC3)c2)c1
  101.0 | 0.7 | 100.0 | 1.4 | -4.0 | -1.2 | 22.0 | -4.3 | -4.0
Cc1onc(-c2c(F)cccc2Cl)c1C(=O)NC1=NCCS1
  97.0 | -3.0 | 97.0 | -1.0 | -6.5 | -0.7 | 2.3 | -0.6 | 5.0
Cc1cc(C)c2ccc3c(C)c(C)n(C)c3c2n1
  95.0 | -0.1 | 96.0 | 14.5 | -1.6 | 10.0 | -0.8 | 5.4 | -1.0
Cc1cccc(N(CC(=O)Nc2ccc(CC#N)cc2)S(C)(=O)=O)c1
  / | 18.2 | / | 1.7 | -2.0 | -2.1 | -9.7 | -30.6 | /
CCn1c(SCC(=O)Nc2cc(C)on2)nnc1-c1cccs1
  103.0 | -0.9 | 101.0 | 13.2 | -4.9 | -4.0 | 1.3 | -5.8 | 0.0
OCC1(CO)COC(c2ccccc2)=N1
  104.0 | -0.5 | 105.0 | 19.9 | -0.3 | -5.8 | 2.3 | 4.5 | 3.0
CC(C)(C)NC(=O)CCN(/N=C/c1ccccc1)C1=NS(=O)(=O)c2ccccc21
  102.0 | 0.5 | 103.0 | 11.2 | -9.7 | -33.6 | 5.8 | -6.8 | 6.0

An excerpt, so the mix of outcomes need not match the whole.
